High-throughput results (PubChem BioAssay)
CHOP inh: CHOP inhibition in unfolded protein response; CHO-K1 CHOP-promoter luciferase, tunicamycin-induced, 15-18 h; inhibition, % at 10 µM; 220,000 tested, 3.8% active; AID 2732;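 active = compounds that reduced the stress-induced luciferase reporter signal by more than about 70% of percent inhibition, limit read from the data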;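 also: 0% = tunicamycin plus vehicle and 100% = wells without tunicamycin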
TRPML3 ag: activates the human TRPML3 channel. HEK293 TRPML3-YFP, Fluo-8 calcium fluorescence; 100% = the carbachol control signal. activation, % at 3 µM. 220,000 tested, 0.29% active. AID 1448;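 active = activation above its plate's cutoff, the mean activation of the plate's test wells plus 3 SD, cut at about 12% in these data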;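 also: 0% = DMSO only wells and 100% = carbachol wells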
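Test system – HEK293 line with stable expression of human TRPML3-YFP channel · Control set – carbachol 87 µM final as high control (100%), DMSO as low control (0%) · Signal – Fluo-8 calcium dye fluorescence, ex 470-495, em 515-575 nm · Incubation – 1-h 37 °C dye load, 5-s basal, 120-s post-compound reads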
TNF necrop inh: inhibitors of TNF-alpha induced necroptosis in Jurkat FADD-/- cells | Jurkat FADD-/- TNF necroptosis rescue, ATP luminescence, 24 h; 0 = TNF only, 100 = no-TNF cells | activation (protection from cell death), % at 10 µM | 220,000 tested, 0.068% active | AID 463075;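 active = activation, meaning protection from cell death, of at least 50% relative to plate controls; inactive = activation below 50%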;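 also: necroptosis triggered by 40 ng/mL TNF-alpha added together with compound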
NCF1 inh: p47phox (human) inhibition | p47phox/p22phox peptide binding, fluorescence polarization, 2 h | inhibition, % at 24.7 µM | 220,000 tested, 0.53% active | AID 1274;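 active = inhibition above about 30%, limit read from the data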;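 also: 0% = p47phox with labelled peptide and 100% = labelled peptide alone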
Target sequence (P14598 whole entry, looked up): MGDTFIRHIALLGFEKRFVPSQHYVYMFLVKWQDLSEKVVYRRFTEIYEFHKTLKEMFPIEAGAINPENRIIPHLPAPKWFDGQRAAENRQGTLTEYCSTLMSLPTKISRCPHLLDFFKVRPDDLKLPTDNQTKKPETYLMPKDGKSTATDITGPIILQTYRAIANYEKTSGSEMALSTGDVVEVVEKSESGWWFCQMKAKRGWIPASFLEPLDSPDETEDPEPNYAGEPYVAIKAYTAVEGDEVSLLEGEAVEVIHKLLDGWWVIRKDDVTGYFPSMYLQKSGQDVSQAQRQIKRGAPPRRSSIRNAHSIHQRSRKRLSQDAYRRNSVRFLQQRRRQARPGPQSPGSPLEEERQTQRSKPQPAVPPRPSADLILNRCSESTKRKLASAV
PPC-1+TRAIL kill: compounds killing PPC-1 cancer cells with TRAIL present (potentiator screen, no TRAIL-free arm) | PPC-1 cells + TRAIL, ATPLite viability luminescence | cell killing (% activity), % at 4 µM | 220,000 tested, 0.41% active | AID 1443;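 active = cell killing above 50% in the first pass at 4 µM, then a duplicate retest at 5 µM averaging 50% or more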;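 also: plate controls were cells with TRAIL plus DMSO for no effect and medium-only wells lacking cells for full effect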
EBV gp42 inh: blocks Epstein-Barr virus glycoprotein 42 binding; Q1HVG2; Fluorescence polarization binding assay, mP read-out; inhibition, % (tested at 21.74 µM); 220,000 tested, 0.42% active; in the data active = inhibition above about 50%
MDM2 E3 inh: inhibitors of human Mdm2 E3 ubiquitin ligase. Q00987. cell-based MDM2 ubiquitination luciferase reporter, 2 h; 0 = plate control, 100 = twice control, blank-subtracted. signal enhancement, % at 5 µM. 210,000 tested, 0.11% active;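 active = signal enhancement of 30% or more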;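 also: luminescence tracks abundance of the self-degrading MDM2-luciferase fusion protein; higher signal means inhibition of MDM2 E3 ligase activity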
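test system = mammalian cells stably expressing self-ubiquitinating, self-degrading MDM2 E3–luciferase fusion | quantity = 2000 cells/well | incubation = cell settling 4 h, compound treatment 2 h, both 37 °C | signal = luminescence with SteadyLite reagent, 15 min at room temperature | evaluation = % enhancement relative to plate controls after blank subtraction | benchmarks = plate controls and plate blanks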
zfTRPN1 agonist: activates the zebrafish TRPN1 channel; activation, % at 3 µM; HEK293 zebrafish TRPN1-YFP, Fluo-8 calcium fluorescence; 100% = response to 87 µM carbachol; 220,000 tested, 0.18% active;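 active = activation above its plate's cutoff, the mean activation of test wells on that plate plus 3 SD, cut at about 19% in these data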;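 also: 0% = DMSO alone and 100% = 87 µM carbachol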
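Material – zebrafish TRPN1-YFP in HEK293 cells · Doses – 3 µM single point · Schedule – dye 1 h 37 °C plus 30 min RT · Signal – Fluo-8 calcium fluorescence, excitation 470-495 nm, emission 515-575 nm · Read-out – % activation versus carbachol response · Control set – carbachol high, DMSO low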
Runt-SMMHC FRET: blocks binding of human RUNX1 Runt domain to CBFb-SMMHC. inhibition, % at 20 µM. Q01196+Q13951. Cerulean-Runt/Venus-CBFb-SMMHC FRET ratio 530/480, 1 h. 220,000 tested, 0.74% active;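 active = mean inhibition across duplicate retests at 20 µM reaching about 50%, limit read from the data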;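 also: 0% = DMSO wells and 100% = wells with excess untagged CBFb-SMMHC; inhibitors lower the FRET ratio by blocking Runt binding to CBFb-SMMHC; some results filed as inactive read as strong as hits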
Target sequence (Q01196 whole entry, looked up, the tested form may be a part): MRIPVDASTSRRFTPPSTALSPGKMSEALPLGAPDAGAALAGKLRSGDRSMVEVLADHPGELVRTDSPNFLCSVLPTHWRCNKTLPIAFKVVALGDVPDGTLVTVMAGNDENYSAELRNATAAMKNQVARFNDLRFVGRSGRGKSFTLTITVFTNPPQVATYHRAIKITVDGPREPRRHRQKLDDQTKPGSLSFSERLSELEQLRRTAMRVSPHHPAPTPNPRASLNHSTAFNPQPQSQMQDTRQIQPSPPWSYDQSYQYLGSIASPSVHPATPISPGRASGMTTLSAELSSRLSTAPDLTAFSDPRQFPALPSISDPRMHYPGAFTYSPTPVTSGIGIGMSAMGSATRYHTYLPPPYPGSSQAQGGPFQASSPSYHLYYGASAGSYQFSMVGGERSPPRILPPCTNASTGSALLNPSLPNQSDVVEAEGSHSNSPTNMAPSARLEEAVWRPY
Target sequence (Q13951 whole entry, looked up, the tested form may be a part): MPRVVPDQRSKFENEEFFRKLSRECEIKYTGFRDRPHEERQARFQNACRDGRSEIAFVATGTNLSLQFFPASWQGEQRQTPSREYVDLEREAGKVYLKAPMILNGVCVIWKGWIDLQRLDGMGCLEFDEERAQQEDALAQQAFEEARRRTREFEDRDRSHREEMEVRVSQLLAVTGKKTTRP
* hit, by the source's call; / = no result given.

SMILES	CHOP inh	TRPML3 ag	TNF necrop inh	NCF1 inh	PPC-1+TRAIL kill	EBV gp42 inh	MDM2 E3 inh	zfTRPN1 agonist	Runt-SMMHC FRET
Cc1ccc(C(=O)CC2(O)C(=O)N(Cc3ccc4c(c3)OCO4)c3ccccc32)cc1 (centres undefined)	29	-1.6	-1.2	1	7	-14	-9	-0.5	0
CN(C)CCCNC(=O)/C=C/c1ccc2c(c1)OCO2	14	0.9	2.6	1	27	-8	-15	1.3	4
CCOC(=O)C1=C(N)Oc2c(oc(CO)cc2=O)C1c1ccc(F)cc1 (centres undefined)	-7	-0.5	-5.1	-15	-9	-20	-1	-0.2	2
CCn1c(=S)[nH]c2cc(C(=O)OC)ccc2c1=O	23	0.2	-5.5	-11	18	-3	-5	0.3	-1
COc1cccc(CNC(=O)CCS(=O)(=O)c2cccc3nonc23)c1	-1	-0.2	2.0	-15	2	-3	1	1.8	-4
COc1ccccc1N1CC(C(=O)Nc2ccc(S(=O)(=O)N3CCOCC3)cc2)CC1=O (centres undefined)	-6	0.3	1.0	-12	7	-17	-1	-0.7	-1
CCCc1nc2c(=O)n(C)c(=O)[nH]c2n1C	32	1.4	-0.7	-8	28	20	-8	1.2	114*
CCN1CCCC1CNC(=O)c1cc2c(C)nc3ccccc3c2o1 (centres undefined)	/	1.0	1.7	/	-7	/	-23	2.4	-3
O=C(c1ccco1)N1CCN(C(c2ccc(Cl)cc2)c2nnnn2CC2CCCO2)CC1 (centres undefined)	31	-0.5	-0.7	-10	20	-11	-10	0.5	-4
Cc1ccccc1CS(=O)(=O)c1cn(CC(=O)N2CCC(C)CC2)c2ccccc12	13	0.2	2.5	4	17	-11	-9	2.1	-4
COc1ccc(Cl)cc1C(=O)NCC(C)C	0	-0.7	1.0	-3	-2	-8	-7	0.6	0
COC(=O)N/N=C/c1ccc(-c2cccc(Cl)c2)o1	11	0.8	-0.5	-21	32	-19	-5	-1.3	-5
CCCCOc1ccc(C2C3CN(C(=O)OCC)CC=C3C(C#N)=C(N)C2(C#N)C#N)cc1OC (centres undefined)	20	-0.5	-0.2	-47	-1	-20	-4	2.1	8
O=C(CN1C(=O)C2CC=CCC2C1=O)Nc1ccc(S(=O)(=O)NC2=NCCCCC2)cc1 (centres undefined)	-8	0.5	-1.3	-13	16	-16	-3	-0.6	0
O=C(NCCC(c1ccccc1)c1ccccc1)c1cccs1	-12	-0.6	4.0	-22	3	-12	-9	-1.4	4
Cc1ccc(NS(=O)(=O)c2cc(NC(=O)c3cc(=O)[nH]c(=O)[nH]3)ccc2Cl)c(C)c1	-20	1.0	-4.1	-27	24	-8	/	1.1	-2
Cc1noc(C)c1C(=O)N1CCc2ccccc2C1	-12	0.0	-1.4	2	22	-2	-12	-0.4	1
CC(=O)C1=C(c2ccccc2)NC(=O)NC1c1ccccc1OCC(=O)NCc1ccccc1 (centres undefined)	-12	0.9	0.7	-3	-2	-16	-26	2.2	0
CN(CC(=O)NCc1ccc(F)cc1)S(=O)(=O)c1cccc2nsnc12	3	0.6	0.7	-4	-12	-9	-22	-0.8	1
O=C(Nc1nc2cc3c(cc2s1)OCCO3)c1ccc(N2C(=O)CCC2=O)cc1	1	0.5	5.8	-53	17	-16	/	1.1	-15
COc1cccc2[nH]c3c(N4CCC(C)CC4)ncnc3c12	30	1.0	1.0	-24	7	-5	/	2.1	-2
NC1=NC(=O)/C(=C/c2cccs2)S1	-12	-0.7	-2.3	-33	-5	-19	-6	1.1	-4
CN(C)c1ccc(C(=O)c2ccc(O)cc2O)cc1	2	-0.3	-2.9	-23	19	-2	-12	-0.8	-1
CCOC(=O)N1CCN(C(=O)COC(=O)c2ccc(O)cc2O)CC1	6	0.5	-1.8	-1	2	-6	-8	-0.8	4
COc1ccccc1OCCC(=O)O	1	0.6	-0.6	1	-10	6	-6	1.6	0

Further results follow.
SMILES	CHOP inh	TRPML3 ag	TNF necrop inh	NCF1 inh	PPC-1+TRAIL kill	EBV gp42 inh	MDM2 E3 inh	zfTRPN1 agonist	Runt-SMMHC FRET
Cc1ccc(N=Cc2ccc(N(C)C)cc2)cc1C	-10	0.6	-1.0	-3	5	-18	2	-0.6	0
COc1ccccc1NC(=O)N1CCN(c2cccc(C(F)(F)F)c2)CC1	37	0.5	-1.5	-11	2	4	-7	-0.7	-1
O=C(NCc1cccnc1)Nc1ccccc1F	0	0.0	0.2	5	15	-19	-2	-0.6	6
Cc1ccc(C)c(NC(=O)CSc2nc(C)cc(C)c2C#N)c1	0	0.1	-0.3	-14	-12	-2	/	1.1	-1
COc1ccc(N(C)S(=O)(=O)c2ccc3c(c2)oc(=O)n3C)cc1	8	0.4	-2.6	-10	10	1	-17	2.3	-2
COc1ccc(-c2nnc(NC(=O)CSc3ccccc3)s2)cc1OC	54	0.7	1.2	-4	6	-3	-10	1.0	-4
O=C(O)c1ccc(Cl)c(S(=O)(=O)NCC2CCCO2)c1 (centres undefined)	0	0.2	0.1	-4	-22	8	-17	5.2	-6
Cc1onc(-c2c(Cl)cccc2Cl)c1C(=O)c1c[nH]c(C(=O)NCCCN2CCOCC2)c1	0	0.0	-4.2	13	21	-2	-14	1.9	0
CC(C)(C)C(=O)Oc1ccc2cc(-c3ccc4ccccc4n3)c(=O)oc2c1	14	0.8	0.9	-12	26	-3	-17	2.2	60*
OC(COc1ccccc1)CN1CCN(c2ncccn2)CC1 (centres undefined)	-12	0.8	-1.1	-6	10	0	-15	-0.4	1
CCN(CC)C(=O)CSc1nnc(CNc2ccc(F)cc2)n1Cc1ccco1	4	-0.1	0.3	-5	4	-8	2	0.6	3
COc1ccccc1NC(=O)CSCC(N)=O	21	0.3	-2.6	-7	24	-4	-14	-0.7	2
Cc1cccc(OCCc2c(C)[nH]c(=S)[nH]c2=O)c1	9	0.2	-1.8	-8	-6	-15	-3	-0.2	4
O=C(Cn1nnc2ccccc2c1=O)NCc1ccc(Cl)cc1	14	-1.0	0.3	-7	22	-20	-3	1.0	-2
CCc1ccc(C(=O)Nc2cc3c(cc2Cl)OCCCO3)cc1	16	-0.1	-0.1	-8	-8	-12	-20	-0.5	-2
O=C(CSc1ncn[nH]1)c1ccc2c(c1)OCCO2	-8	0.7	0.4	-8	25	2	-7	0.0	1
CCOc1ccc(/C=N/NC(=O)c2ccc(CSc3nc4ccccc4[nH]3)cc2)cc1	13	0.2	1.9	-2	34	2	-8	-0.4	-1
CC(C)CC[n+]1ccn(-c2nc3ccccc3nc2[N-]S(=O)(=O)c2ccccc2)c1	6	0.2	-2.6	7	12	-16	-2	1.4	40
O=C(N/N=C/c1cccc(O)c1)c1ccc(COc2ccc3c(c2)CCC3)o1	109*	-0.2	0.0	-11	13	-8	-11	-1.5	1
O=C(O)c1ccccc1C(=O)Nc1cccc([N+](=O)[O-])c1	1	1.2	1.3	-10	13	-7	-7	-1.6	-1
COc1ccc(CNC(=O)CN(C(=O)CCC(=O)Nc2ccccn2)c2ccccc2OC)cc1	20	-0.4	0.9	-9	-1	5	-8	-1.0	4
CC(=O)c1ccc(N2CCN(c3ccc(S(=O)(=O)NCCN(C)C)cc3[N+](=O)[O-])CC2)cc1	7	2.7	-5.6	-6	6	-23	/	6.6	-1
c1nnnn1C12CC3CC(CC(C3)C1)C2	-2	1.4	0.2	-7	3	-4	-8	1.2	-7
Cc1ccc(C)c(C(=O)N(Cc2nc(-c3ccc(Cl)cc3)no2)C(C)C)c1	18	28*	0.0	1	12	1	-21	1.2	-4
Cc1nc2sc(C(c3ccc(F)cc3)N3CCOCC3)c(O)n2n1 (centres undefined)	33	0.7	-0.2	2	19	-10	-3	0.6	-3

(listing goes on)
SMILES	CHOP inh	TRPML3 ag	TNF necrop inh	NCF1 inh	PPC-1+TRAIL kill	EBV gp42 inh	MDM2 E3 inh	zfTRPN1 agonist	Runt-SMMHC FRET
Cc1cc(N/N=C\c2ccccc2)nc(-c2ccccc2O)n1	58	0.6	1.2	-13	34	14	-18	-1.5	2
COCc1cc(N2CCN(c3ccccc3F)CC2)nc(-c2ccccc2)n1	33	-0.8	1.8	-5	30	-11	21	-0.6	1
CC(Sc1nnnn1-c1ccccc1)C(=O)Nc1ccc(Cl)cn1 (centres undefined)	3	-0.7	7.1	-1	2	-12	-13	-0.4	1
O=S(=O)(c1ccc(Cl)cc1)N1CCN=C1SCc1cccc(Cl)c1	17	0.7	-0.2	-7	21	-4	-5	-0.5	-1
COc1ccc2[nH]c(C)c(C(=O)CN3CCOCC3)c2c1	27	0.5	0.8	-5	-3	-8	-4	-0.9	-9
Cc1cc(OC(=O)c2ccc(Cl)cc2Cl)nc(C)n1	48	0.7	-2.3	-9	6	4	-8	0.3	1
COc1cc(NC(=S)N2CCN(c3ccccn3)CC2)cc(OC)c1	-4	0.2	1.8	-7	11	0	-12	-0.7	3
O=C(NN=c1c(=O)c2ccccc2c1=O)c1ccccc1	-42	0.0	-8.8	1	3	-7	-8	-0.3	3
CSc1ccccc1C(=O)NC1CCCCCC1	-25	-0.5	2.1	-7	6	-26	-23	-0.9	0
COc1ccc(C(=O)NNC(=S)NC(=O)c2ccc(Br)o2)cc1OC	12	-0.9	-0.1	-16	9	-3	-5	-2.1	6
C/C(=N/NC(=O)CNC(=O)Cc1ccccc1)c1ccc(Cl)cc1	17	0.3	0.3	4	15	-5	-13	1.2	3
Cc1ccc(NC(=O)Cn2cc(S(=O)(=O)c3ccc(C)cc3)c(=O)c3cc(F)ccc32)cc1	4	0.4	-1.9	-21	3	-6	/	-0.7	-24
Cc1cc(C(=O)N/N=C2\CC(=O)CC(C)(C)C2)c(C)n1-c1ccccc1	40	0.8	-0.4	4	12	0	-11	0.4	-6
CCCSc1nc(-n2ncc(C#N)c2N)c2c3c(sc2n1)CCC(C)C3 (centres undefined)	67	-0.4	-0.3	-14	15	-21	-20	-1.9	2
O=C(Nc1ccc(Cl)c(Cl)c1)C1=Cc2ccccc2OC1	54	-0.1	0.8	-6	-14	11	-34	-0.1	-3
O=C(N/N=C/C(Br)=C\c1ccccc1)c1ccco1	-47	-0.5	-9.5	-11	12	-15	-8	-0.3	1
CN1CCN(c2nc(-c3cccs3)cs2)CC1	0	0.9	0.9	-13	3	-1	-2	0.8	-1
O=C(Nc1ccc(N2CCOCC2)cc1)NC1CCCCC1	13	1.4	0.2	-9	16	-8	-8	0.0	-7

Exported with bars between the fields: part of the list above
mol | CHOP inh | TRPML3 ag | TNF necrop inh | NCF1 inh | PPC-1+TRAIL kill | EBV gp42 inh | MDM2 E3 inh | zfTRPN1 agonist | Runt-SMMHC FRET
COc1ccccc1OCCC(=O)O | 1 | 0.6 | -0.6 | 1 | -10 | 6 | -6 | 1.6 | 0
Cc1ccc(N=Cc2ccc(N(C)C)cc2)cc1C | -10 | 0.6 | -1.0 | -3 | 5 | -18 | 2 | -0.6 | 0

Rows were taken by chance; any-hit rate near 5.9%.
